HCV inh: inhibitors of hepatitis C virus infection | actives 3.4% (n = 340,000) | Potency, µM (doses to about 41.8 µM), inactives show at the highest dose activity change, negative = inhibition, usual class: inhibitors | Huh7.5.1 HCVcc-Cre infection, luciferase reporter, 44 h
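Luciferase read-out (15 sec integration) after a 15 min room-temperature substrate step quantifies HCVcc-Cre infection. Cells, 1,000 per well, had compound added 4 h post-plating, then virus at ~0.5 moi, and were cultured 44 h.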
TbPYK inhibitor: blocks Trypanosoma brucei pyruvate kinase; actives 0.12% (n = 410,000); Q57TT1; TbPYK enzyme, Kinase-Glo Plus ATP luminescence, 45 min; Potency, µM (titrated, usually from 76.8 µM), for the others: at the top dose activity, negative = inhibition, most hits filed as inhibitors; also: nearly all actives have a fitted effect of over 50% in size
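Screened from lowest to highest concentration, compounds were pinned into TbPYK/substrate mixtures, and ADP (130 uM final) was added. Plates sat at room temperature for 45 min prior to Kinase-Glo Plus detection by luminescence.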
* marks the source's active call; other numbers are inactive results; ? = inconclusive; [ ] = another dose, or the depositor's remark. Calls follow the shape of the dose curve; as a rule, active = well fitted curve in the direction sought with a large enough effect; inconclusive = small, poorly fitted or top-dose-only effect, or another doubt; inactive = no such curve, though single readings can be large; an effect the other way counts as inactive or inconclusive. % is scaled to controls: 0 for no effect and ±100 for the full control effect; potency is read from the fitted curve at half-maximal effect.

SMILES	HCV inh	TbPYK inhibitor
CN(C)C(CNC(=O)C1CCCN1C(=O)c1cccs1)c1ccccc1 (stereo unspecified)	-7.9%	6.9%
Cc1ccc(S(=O)(=O)NCC(=O)OCC(=O)c2ccc(S(=O)(=O)N3CCCCC3)cc2)cc1C	-0.2%	-1.2%
Nn1c(SCC(=O)Nc2cccc(Br)c2)nnc1C1CC1	?	-4.5%
CSc1ncccc1C(=O)Nc1cccc(S(=O)(=O)N2CCCC2)c1	?	-1.5%
O=C(CCCc1ccccn1)c1cccc2ccccc12	-4.2%	-1.0%
CC1CCC2(CC1)NC(=O)N(CC(=O)Nc1cc(S(=O)(=O)N3CCCC3)ccc1Cl)C2=O (stereo unspecified)	10.6%	0.8%
CC(OC(=O)C1=COCCO1)C(=O)c1ccc(Br)cc1 (stereo unspecified)	6.0%	-3.4%
CCCCCCCCNS(=O)(=O)CCNCc1ccccc1OC	25.4%	-3.8%
O=C(c1ccc(Br)c(S(=O)(=O)N2CCOCC2)c1)N1CCN(C/C=C/c2ccccc2)CC1	?	-9.9%
COc1ccc(Cl)cc1NC(=O)c1cccc([N+](=O)[O-])c1O	?	-13.8%
Nc1ccc(N=Nc2ccc(O)cc2)c(N)n1	?	-18.0%
CC(=O)Nc1ccc(SCC(=O)Nc2ccccc2N2CCOCC2)cc1	1.5%	-0.3%
O=C(COc1nnc2ccccn12)N1CCN(S(=O)(=O)c2ccccc2)CC1	17.4%	0.0%
CCN(CC)S(=O)(=O)c1cc(NC(=O)CCn2[nH]c(=O)ccc2=O)ccc1C	4.1%	7.1%
Nc1ccc(Cc2ccc(N)cc2)cc1	1.0%	-0.9%
COc1cccc(CN(C)C(=O)c2cc(S(=O)(=O)NC3CCCCC3)ccc2C)c1	7.1%	0.8%
COc1ccc(NC(=O)Nc2ccc3c(c2)C(=O)N([C@H](C)CO)C[C@H](C)[C@@H](CN(C)C(=O)Nc2c(C)noc2C)O3)cc1	10.6%	3.0%
Cc1nn(-c2ccccc2)c(C)c1CNC(=O)c1ccc(S(=O)(=O)NCc2ccco2)cc1	-6.0%	0.0%
COc1ccc(C2=NOC(Cn3nc(-c4ccccc4)cc3C(=O)NCc3cccs3)C2)cc1 (stereo unspecified)	?	-0.1%
Cc1ccc(NC(=O)COC(=O)c2ccc(-n3nc(C)cc3C)cc2)c(F)c1	-2.0%	-8.6%
Cc1ccc(S(=O)(=O)N(C)C[C@@H]2Oc3ccc(NC(=O)Nc4cccc5ccccc45)cc3C(=O)N([C@H](C)CO)C[C@H]2C)cc1	-11.7%	1.1%
CCN(CC)c1ccc(C(=C2C=CC(=[N+](CC)CC)C=C2)c2ccccc2)cc1	?	?
CNCC[C@@H](Oc1ccccc1C)c1ccccc1	9.8%	-7.3%
Cc1ccc2c(c1)C1C[N+](C)(CC(=O)Nc3ccccc3Cl)CCC1N2C(=O)c1ccccc1Cl (stereo unspecified)	11.1%	-0.2%
CC(C)[C@H](NC(=O)c1cccc(S(=O)(=O)N2CCOCC2)c1)C(=O)OCC(=O)Nc1cccc(Br)c1	-5.5%	3.8%
Continued:
SMILES	HCV inh	TbPYK inhibitor
CCCC(CC)Sc1nc2c([nH]1)c(=S)n(C)c(=O)n2C (stereo unspecified)	-13.2%	-9.4%
Cc1nnc(SCCn2c(N3CCCCC3)nc3c2c(=O)n(C)c(=O)n3C)s1	-8.8%	-0.1%
CC[C@@H]1C=C(C(=O)O)[C@H](c2ccc(C#N)cc2)N1S(=O)(=O)c1ccc(C)cc1	3.6%	4.7%
CCCCC(=O)NC(c1ccc(OC)c(OC)c1)c1ccc2cccnc2c1O (stereo unspecified)	?	-10.2%
CCO[C@@H]1OC(C(=O)O)=C[C@H](c2cn(C(C)=O)c3ccccc23)[C@H]1CCCO	13.5%	3.9%
O=C(CNC(=O)c1ccccc1)Sc1ccccc1	4.2%	-10.7%
C=C(C)CSC1=C(C#N)C(c2ccccc2)CC(=O)N1 (stereo unspecified)	-20.7%	-0.9%
O=C1c2ccccc2[C@@H]2C[C@@H](O)[C@H](Nc3cccc(C(F)(F)F)c3)CCN12	-44.3%	5.5%
COCCCNC(=O)c1ccc(-c2nc3ccccc3nc2-c2ccccc2)cc1	?	-2.0%
c1ccc(C2(N3CCCCC3)CCCCC2)cc1	0.3%	4.5%
Cc1ccc(C(=O)Nc2ccc(S(=O)(=O)N3CCOCC3)cc2)cc1Br	-52.7%	-18.2%
Cc1ccc(C(=O)Nc2cccc3ccccc23)o1	-7.3%	0.6%
COCC(=O)Nc1ccc(N2CCOCC2)c(S(=O)(=O)Nc2ccccc2OC)c1	?	?
CCC(CO)Oc1cc(NCc2cccc(Cl)c2)c2ncn(C(C)C)c2c1 (stereo unspecified)	?	-4.8%
O=C1CCCCCCCN1Cc1ccccc1	16.4%	-2.7%
CCOc1ccc(S(=O)(=O)N2CCN(C(=O)c3cc4ccccc4o3)CC2)cc1	?	7.3%
COCC(=O)N(C)[C@H]1C[C@H]2c3cc(-c4ccccc4)ccc3CCN2C(=O)[C@H]1[C@H](C)O	6.9%[8.37 µM]	-4.0%
Cc1ccc(S(=O)(=O)N2[C@@H](c3ccc(F)cc3)C(C(=O)O)=C[C@H]2CC2CCCC2)cc1	0.8%	-2.3%
O=P(Nc1ccccc1)(Nc1ccccc1)c1ccccc1	-1.1%	-20.0%
COC(=O)C1=C(c2cccc(OC)c2OC)C[C@@H]2CC[C@H]1N2C(=O)NCCS(C)=O (stereo partly specified)	21.1%	2.2%
COc1ccc(C(=O)N2CCN(c3ccc(C(C)=O)cc3)CC2)cc1S(=O)(=O)N1CCCC1	-19.7%	5.5%
C[C@H](CO)N1C[C@H](C)[C@@H](CN(C)C)Oc2c(NS(=O)(=O)c3cccs3)cccc2C1=O	17.4%	-4.1%
O=c1cc(C=NNc2ccccc2)[nH]c(=O)[nH]1	27.8%	-4.0%
CN(C)CCNc1ccc(CO)c2sc3ccc(O)cc3c(=O)c12	?	-4.2%
CCN(c1ccccc1)S(=O)(=O)c1ccc(N2CCN(c3ccc(OC)cc3)CC2)nc1	7.0%	-9.6%
Further results follow.
SMILES	HCV inh	TbPYK inhibitor
CCCCC1C(=O)NN(c2ccccc2)C1=O (stereo unspecified)	-2.6%	-2.9%
CCCCN(Cc1ccccc1)S(=O)(=O)c1cc2c(cc1Br)CC(C)N2C(C)=O (stereo unspecified)	?	-2.1%
CCC(=O)N=c1sc2cc(F)cc(F)c2n1C	-20.5%	1.4%
CCCCCC1=C(C(=O)OC)C(C(=O)OCC)N(S(=O)(=O)C(F)(F)F)c2ccccc21 (stereo unspecified)	11.2µM*	2.0%
COC(=O)[C@]1(C)N[C@H](CN(C)C(=O)COc2ccccc2)[C@@H]2C(=O)N(C)C(=O)[C@@H]21	-2.5%	0.0%
O=c1ccsc2ccccc12	21.8%	2.7%
COc1cccc(C=NNC(=O)C(C)SC(C)C(=O)NN=Cc2cccc(OC)c2)c1 (stereo unspecified)	?	-1.9%
COc1cc2c(cc1OC)C(=O)CCC2	18.7%	3.1%
CCOC(=O)C[C@H]1c2ccccc2S(=O)(=O)N1Cc1cccc(C(F)(F)F)c1	-23.9%	3.6%
O=C(CSC(=S)N1CCCC1)N/N=C/c1c(O)[nH]c(=S)[nH]c1=O	13.0%	0.4%
O=C(CSc1cccc(C(F)(F)F)c1)Nc1nnc(C2CC2)s1	9.4%	-9.2%
COc1cccc(NC(=O)c2ccc(N3C(=O)C4CCC(C)CC4C3=O)cc2)c1 (stereo unspecified)	24.2%	4.0%
CCN1C(=O)[C@H]2[C@H]3CN=C(SCc4ccc(C#N)cc4)N3[C@@](C)(C(=O)OC)[C@H]2C1=O	-3.1%	1.7%
O=C(COc1ncnc2ccccc12)NC1CCCC1	6.2%	1.1%
CC(=O)N(CCOc1ccccc1)CCOc1ccccc1	-14.9%	-1.9%
CCOC(=O)CC1=CCc2c1ccc(OC)c2OC	-19.2%	-3.5%
Cc1cc(C)c(NC(=O)CN2C(=O)NC3(CCc4ccccc43)C2=O)c(Cl)c1 (stereo unspecified)	-12.5%	1.2%
C[C@H](CO)N1C[C@H](C)[C@@H](CN(C)S(C)(=O)=O)Oc2ccc(N(C)C)cc2C1=O	21.9%	-7.3%
CN(C(=O)C=Cc1ccccc1)c1ccccc1	-14.4%	-1.9%
O=C(COC(=O)/C=C/c1ccccc1[N+](=O)[O-])Nc1ccc2[nH]c(=O)[nH]c2c1	-13.3%	15.2%
CCC1(CC)C(=O)NC(=O)N(c2ccccc2)C1=O	12.3%	3.0%
O=C(OCC(=O)c1ccc[nH]1)c1ccc(F)c(S(=O)(=O)N2CCOCC2)c1	15.2%	0.7%
COC(=O)[C@@]1(Cc2ccccc2)[C@H]2C(=O)N(C)C(=O)[C@H]2[C@H]2CN=C(SCc3ccccc3)N21	?	2.0%
O=C(COc1ccc(-c2nnco2)cc1)Nc1cc([N+](=O)[O-])ccc1F	-8.9%	-10.4%
NCCN1CCN2C(=O)CN(C(=O)c3ccccc3)CC12 (stereo unspecified)	-0.7%	-0.2%

Structural class, those above containing an aryl thioether with sulfur outside any ring.
SMILES	HCV inh	TbPYK inhibitor
Nn1c(SCC(=O)Nc2cccc(Br)c2)nnc1C1CC1	?	-4.5%
CSc1ncccc1C(=O)Nc1cccc(S(=O)(=O)N2CCCC2)c1	?	-1.5%
CC(=O)Nc1ccc(SCC(=O)Nc2ccccc2N2CCOCC2)cc1	1.5%	-0.3%
CCCC(CC)Sc1nc2c([nH]1)c(=S)n(C)c(=O)n2C (stereo unspecified)	-13.2%	-9.4%
Cc1nnc(SCCn2c(N3CCCCC3)nc3c2c(=O)n(C)c(=O)n3C)s1	-8.8%	-0.1%
O=C(CSc1cccc(C(F)(F)F)c1)Nc1nnc(C2CC2)s1	9.4%	-9.2%

Next section.
SMILES	HCV inh	TbPYK inhibitor
CCN(C(=O)CSc1nnc(-c2ccccc2OC)n1N)c1c(N)n(Cc2ccccc2)c(=O)[nH]c1=O	17.2%	1.1%
CC[C@]1(C(=O)OC)[C@H]2C(=O)N(Cc3ccccc3)C(=O)[C@H]2[C@H]2CN=C(SCc3ccc(Cl)cc3)N21	?	-5.2%
CCCCCCCCCOC(=O)C1N2C(=O)[C@@H](NC(=O)COc3ccccc3)[C@H]2SC1(C)C (stereo partly specified)	14.3%	-4.4%
Cc1c(-c2ccccc2)cnc2c(C)cccc12	11.2µM*	0.4%
O=C1C2CCCN2C(=O)N1CCN1CCN(c2cccc(C(F)(F)F)c2)CC1 (stereo unspecified)	22.6%	7.2%
Cc1cc2c(c(C)c1Cl)C(c1ccc3c(c1)OCO3)CC(=O)O2 (stereo unspecified)	1.9%	-11.5%
COc1cc(OC)cc(C(=O)NCCc2ccc(OC)c(OC)c2)c1	-23.5%	6.6%
C[C@@H]1CN([C@@H](C)CO)C(=O)c2cc(NC(=O)Nc3ccccc3)ccc2O[C@H]1CN(C)C(=O)Nc1cccc2ccccc12	?	0.0%
CCCCCCCCCCCC1=C(O)C(=O)C=C(O)C1=O	12.4%	0.7%
C=C(C1=CCN(S(=O)C(C)(C)C)[C@H]1CCO)c1ccccc1 (stereo partly specified)	2.1%	-6.6%
CC(C)N(C(=O)[C@H]1C[C@H](CC(=O)NCc2ccco2)C(=O)N2CCc3c([nH]c4cc(CCC(=O)N(C)C)ccc34)[C@]12C)C(C)C	10.6%	2.5%
Cc1ccc(SCCC(=O)NNC(=O)c2ccccc2F)cc1	3.0%	-9.9%
COc1ccc(Cl)cc1C(=O)NNC(=O)c1nn(C)c(=O)c2ccccc12	?	-9.5%
COc1ccc(/C=N\NC(=S)SCN2C(=O)C3CCC(C)(C2=O)C3(C)C)cc1 (stereo unspecified)	16.2%	1.1%
COc1cc(OC)c2c(-c3ccccc3)cc(=O)oc2c1C(CCN1CCOCC1)c1ccc2c(c1)OCO2 (stereo unspecified)	31.6%[activator][8.37 µM]	-1.3%
C=CC[C@H](CC(=O)N(CCO)Cc1ccccc1)C(=O)N[C@@H](COC(=O)[C@@H](CC=C)CC(=O)OC(C)(C)C)Cc1c[nH]c2ccccc12	?	-0.3%
CC(C)c1ccc(Nc2nnc(SCC(=O)NCC3CCCO3)s2)cc1 (stereo unspecified)	?	-11.2%
CCCCS(=O)(=O)NC1=NCN(CCOC(=O)c2ccccc2)CN1	14.2%	1.7%
C=C1c2cccc(C(F)(F)F)c2O[C@H](C(=O)OCC)[C@H]1OC	5.4%	-1.2%
Cc1c(-c2ccccc2Br)nc2ccccc2c1C(=O)O	16.3%	-2.3%
O=C(O)C(C=C(Cl)Cl)N1CCOCC1 (stereo unspecified)	10.0%	-1.2%
O=C(COC(=O)c1ccc(O)cc1)Nc1ccc2c(c1)OCCO2	2.4%	-1.0%
NS(=O)(=O)c1ccc(N2N=C(c3ccccc3)CC2c2ccccc2Br)cc1 (stereo unspecified)	-39.9%	-3.3%
CN(Cc1ccccc1)C(=O)c1cccc(NC(=O)Cc2ccc(NC(=O)C3CCN(C(=O)C4CCC4)CC3)cc2)c1	14.1µM*	0.0%
Cc1cc(=O)c(C(=O)O)c(C)n1-c1ccccc1	-15.8%	-3.7%
O=C(COC(=O)c1ccc(S(=O)(=O)N2CCCC2)cc1)NCCc1ccc(F)cc1	7.4%	-1.5%
COC(C/C=C\[C@H](O)[C@H](C)OCc1ccccc1)OC	6.1%	-8.6%
COc1cccc(C2=CC(=O)CCC2)c1OC	-3.3%	-8.5%
Cc1cc(NC(=O)Nc2ccc3c(ccn3C)c2)sn1	0.562µM*	-12.8%

Compound activity (PubChem)

These rows are one share of the data. The share of hits here may be higher or lower than overall.
